SKBR3 24h inh = SK-BR-3 proliferation inhibitors | SK-BR-3 viability, CellTiter-Glo ATP luminescence, 24 h; active compounds read low | viability, % at 10 µM | 41,000 compounds, 0.47% hits | AID 847;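 active = viability at or below the median of all test compounds minus 3 SD, in both replicates if run twice, cut at about 45% in these data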;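 also: 100% = median untreated cell wells and 0% = median positive control drug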
Numbers without * were called inactive. These rows are one share of the data; count on the stated rates, not on these rows.

compound	SKBR3 24h inh
O=C(CC1(O)C(=O)Nc2cc(Cl)cc(Cl)c21)c1ccncc1 (configuration not stated)	82
CCOc1ccc(S(=O)(=O)NC(C)(C)C)cc1-c1nc2c(C(C)(C)C)nn(C)c2c(=O)[nH]1	83
CCN(C(=O)COc1ncnc2scc(-c3ccc(F)cc3)c12)C1CCS(=O)(=O)C1 (configuration not stated)	76
CCc1ncc(C(=O)c2ccc(OC)cc2)n1C	97
Cn1c(=O)c2c(nc(N3CCCCC3)n2CCSc2nc3ccccc3o2)n(C)c1=O	82
O=C(c1ccco1)N1CCN(c2ncnc3c2cnn3-c2ccccc2)CC1	86
NC(=O)/C(=N\O)c1ccccc1	86
COC(=O)CN(c1ccccc1)S(=O)(=O)c1ccccc1	113
COC(=O)c1[nH]c2cccc(OC)c2c1NC(=O)CCN1CCC(C)CC1	107
CCCn1nnnc1SCC(=O)NCc1ccc(OC)cc1	96
CCOc1cccc(C2C(C#N)=C(N)Oc3cc(C)oc(=O)c32)c1OCC (configuration not stated)	72
O=c1[nH]c2ccsc2c(=O)n1-c1ccc(F)c(Cl)c1	100
Cc1csc(SCC(=O)O)n1	83
O=c1n(-c2ccccc2)c(=O)n(Cc2ccccn2)n1Cc1ccccn1	92
c1ccc2c(c1)ncn2CCn1cnc2ccccc21	90
Cc1cc(C)cc(N(CC(=O)NCc2cccnc2)S(C)(=O)=O)c1	122
CC(=O)Nc1nonc1-c1nc2ccccc2n1CCC#N	85
CN1CCN(Cc2ccc(-c3ccc(Cl)cc3)o2)CC1	115
CN(C)c1oc(-c2cccs2)nc1C#N	103
Cc1cc(C)n(CC(O)COc2ccccc2C(=O)Nc2ccccc2)n1 (configuration not stated)	80
O=C1c2ccccc2C(=O)N1Cc1nc(-c2ccccc2)no1	82
Cc1ccc(S(=O)(=O)c2nc(-c3ccc(F)cc3)oc2SCC(N)=O)cc1	73
CCOC(=O)C1CCN(C(=O)C2CCN(c3nc4ccc(OC)cc4s3)CC2)CC1	90
O=C(CSc1nc(-c2ccco2)cc(C(F)(F)F)n1)N1CCc2ccccc2C1	113
CCOC(=O)C1=C(C)NC(=O)C1CC(=O)Nc1ccccc1 (configuration not stated)	125
COc1ccc(/C(O)=C2\C(=O)C(=O)N(c3cc(C)on3)C2c2ccc(OC)c(OC)c2)cc1OC (configuration not stated)	92
O=S(=O)(NCCc1ccccc1)c1cccc(S(=O)(=O)N2CCOCC2)c1	88
CCOc1cc(C2C3=C(CCCC3=O)NC3=C2C(=O)CCC3)ccc1OCCO	85
COc1ccccc1-c1nn2c(C(F)(F)F)nnc2s1	86
COc1cccc(NC(=O)N2CCN(C(=O)C(Cc3ccc(OC)c(OC)c3)NC(C)=O)CC2)c1 (configuration not stated)	107
Cc1nn2c(=O)nc3sc4c(c3c2[nH]c1=O)CCCC4	82
CCC(Sc1nc2ccccc2[nH]1)C(=O)Nc1cc(C)on1 (configuration not stated)	87
O=C(O)c1ccc2cc[nH]c2c1	122
N#Cc1nc(COc2ccccc2)oc1N1CCOCC1	99
CCC(=O)N1CCc2cc(S(=O)(=O)NC(C(=O)NCc3ccc(F)cc3)C(C)C)ccc21 (configuration not stated)	95
COc1ccccc1N1CCN(C2CCN(C(=O)c3cc(OC)c(OC)c(OC)c3)CC2)CC1	103
Cc1cccc(NC(=O)c2snc3c(=O)[nH]cnc23)c1	101
CC(=O)Nc1ccc(-c2nnn(CC(=O)c3ccccc3)n2)cc1Cl	102
CCOc1ccc(-c2[nH]nc3c2C(c2ccc4c(c2)OCO4)C(C#N)=C(N)O3)cc1OC (configuration not stated)	97
O=C(CSc1nnc(-c2c[nH]c3ccccc23)o1)N1c2ccccc2CCc2ccccc21	104
COc1cc(C(=O)Nc2ccc(S(=O)(=O)Nc3onc(C)c3C)cc2)cc(OC)c1OC	94
CCCSc1nc(N2CCCC2)c2c(c1C#N)CC(C)(C)OC2	79
Cc1cc(NC(=O)CSc2nnnn2Cc2ccccc2)no1	79
COCC(=O)Nc1ccc(C)c(Cl)c1	101
Cc1ccc(S(=O)(=O)N2CCC(C(=O)N[C@H](C(=O)N3CCN(C)CC3)C(C)C)CC2)cc1	94
COc1ccc(N=C2SC(C(=O)O)CC(=O)N2C)cc1 (configuration not stated)	116
c1nc(NCC2CCCO2)c2[nH]cnc2n1 (configuration not stated)	113
CS(=O)(=O)N(Cc1cc2ccccc2[nH]c1=O)C1CCCCC1	79
CCOCCc1nnc(NC(=O)COC)s1	77
CC(C)CC(C(=O)Nc1ccc2c(c1)OCCO2)N1C(=O)c2ccccc2C1=O (configuration not stated)	89
Brc1cccc(-c2nnco2)c1	102
CCCc1[nH]nc2c1C(c1cc(OC)ccc1F)C(C#N)=C(N)O2 (configuration not stated)	103
COc1cc(C2C(C#N)=C(N)Oc3c2oc(CO)cc3=O)cc(OC)c1OC (configuration not stated)	97
Nc1[nH]nc2nc(N3CCOCC3)nc(-c3ccccc3)c12	87
c1ccc(-c2ccc(-c3ccccn3)nn2)nc1	83
CC(=O)C1=C(C)NC(=O)NC1c1cccc(O)c1 (configuration not stated)	93
Cn1c(NCc2ccco2)nc2c1c(=O)n(Cc1ccc(Cl)cc1)c(=O)n2C	79
CCOC(=O)C1C(=O)NC(N2CCN(c3ccccc3)CC2)=NC1c1ccco1 (configuration not stated)	103
O=C(C1Cc2ccccc2CN1S(=O)(=O)c1cccs1)N1CCCCCC1 (configuration not stated)	64
Cc1cc(C(=O)N2CCC(C(F)(F)F)n3nccc32)on1 (configuration not stated)	63

Next entries follow:
compound	SKBR3 24h inh
CCOC(=O)c1ccc(NC(=O)CN2C(=O)CNC2=O)cc1	81
CC1CCC/C(=C\Nc2ccc3c(c2)OCO3)C1=O (configuration not stated)	99
COc1cc(C(=O)OC2CCN(C)CC2)cc(OC)c1OC	76
CCOc1ccccc1/C=c1\sc2nc(-c3ccco3)nn2c1=O	95
O=C(c1ccc2c(=O)n(-c3ccccc3)c(=O)[nH]c2c1)N1CCN(c2ccc(F)cc2)CC1	75
COc1ccc(CCNC(=O)c2c(O)c3c([nH]c2=O)CCCC3)cc1	92
O=C(c1ccccn1)N(CC1CCCO1)C1(C(=O)NC2CCCCC2)CCCCC1 (configuration not stated)	76
CCCCCC(=O)N1CCN(CCN=CC2=C(O)CC(c3ccco3)CC2=O)CC1 (configuration not stated)	84
O=C(O)CSC1CC(=O)N(c2ccc(Cl)cc2)C1=O (configuration not stated)	89
O=c1c(Cl)c(NCCO)ncn1-c1ccccc1	94
CC(OC(=O)c1cc[n+]([O-])cc1)C(=O)Nc1ccc(Cl)cn1 (configuration not stated)	102
Cc1nc2sc(C(c3ccc(F)cc3)N3CCN(C(=O)c4ccco4)CC3)c(O)n2n1 (configuration not stated)	104
NS(=O)(=O)c1cccc2cccnc12	110
Cc1ccc(NC2=NCC(=O)N2c2ccc3c(c2)OCCO3)c(C)c1	155
CCOC(=O)c1c(C)oc(/N=C/c2ccccc2O)c1C#N	82
NC(=O)c1c(-c2cccs2)csc1N	84
CCC(=O)Nc1ccc(NC(=O)c2ccccc2Cl)nc1	108
O=C(CN1CCOCC1)Nc1ccc(Oc2ccccc2)cc1	76
COC(=O)c1ccc(CN2CCN(Cc3ccc(C(=O)OC)o3)CC2)o1	114
CCc1nnc(NC(=O)CCC(=O)N2CCN(CCc3ccccc3)CC2)s1	97
Cc1ccc(NC2=CC(=O)CC(c3ccco3)C2)c(N)c1 (configuration not stated)	74
N#CCCNC(=O)CCN1CCOCC1	94
CCOC(=O)C(NC(=O)CC)(Nc1ccccc1OC)C(F)(F)F (configuration not stated)	82
CCN(C1CCCCC1)S(=O)(=O)c1ccc(C(=O)O)cc1	75
CCOc1ccc(-c2nnn(CC(=O)c3cc(OC)ccc3OC)n2)cc1	91
COc1cc(-c2cc3nc(C)c(C)c(=O)n3[nH]2)cc(OC)c1OC	86
Cc1ccc2[nH]cc(C(=O)CN3CCC4(CC3)OCCO4)c2c1	98
Cc1cc(C(F)F)n2nc(C(=O)Nc3ccccc3F)nc2n1	90
Cc1cc(NC(=O)c2cccc(N3C(=O)CCC3=O)c2)no1	79
CN(C)c1nc(N)nc(/C(C#N)=C/C2CC3C=CC2C3)n1 (configuration not stated)	62
COc1ccc(C(=O)c2ccc(OC)c(N)c2)cc1N	92
O=C(NC12CC3CC(CC(C3)C1)C2)c1ccccc1O	95
CC(=O)Nc1nnc(SCC(=O)NC(C)(C)C)s1	96
COc1nc(-c2ccccc2)ccc1-c1noc(-c2ccco2)n1	106
COc1ccc(C(=O)NC2CCN(S(=O)(=O)Cc3ccccc3)CC2)c(OC)c1	108
COc1cccc2c(=O)c(SC(F)(F)C(F)C(F)(F)F)c(C)[nH]c12 (configuration not stated)	95
O=C(Cc1cccs1)N1CCC(c2nc3c(nnn3Cc3ccccc3)c(=O)[nH]2)CC1	95
CCOC(=O)N1CCN(C(=O)C2CCN(S(C)(=O)=O)CC2)CC1	129
COc1ccc2[nH]c(=O)c(CN(CCc3ccccc3)Cc3nnnn3CC3CCCO3)cc2c1 (configuration not stated)	94
O=C(Nc1nc2ccccc2n1CCN1CCCC1)c1ccc(Cl)cc1	65
COc1ccc(S(=O)(=O)NCCN2CCOCC2)c2ccccc12	101
CC1CCCCC1NC(=O)c1cn(C)c2ccc(S(=O)(=O)N3CCCC3)cc2c1=O (configuration not stated)	43*
Cc1ccccc1CS(=O)(=O)Cc1ccc(C(=O)N2CCOCC2)o1	77
CCCC(=O)Nc1ccc2c(c1)C(=O)N(CCC(=O)O)C2=O	87
COc1ccc(C2CC(=O)C3=C(C2)Nc2ccccc2N(C(C)=O)C3c2ccco2)cc1 (configuration not stated)	97
CC(C)COC(=O)Cn1cnc2ccc(Br)cc2c1=O	86
COC(=O)/C(C#N)=C1/SC=C(C)N1c1ccccc1	93
CC(C)CCOc1ccc(C(=O)CCNC(C)C(=O)O)cc1 (configuration not stated)	84

By substructure: the entries above containing two or more sulfur atoms.
compound	SKBR3 24h inh
CCN(C(=O)COc1ncnc2scc(-c3ccc(F)cc3)c12)C1CCS(=O)(=O)C1 (configuration not stated)	76
Cc1csc(SCC(=O)O)n1	83
Cc1ccc(S(=O)(=O)c2nc(-c3ccc(F)cc3)oc2SCC(N)=O)cc1	73
O=S(=O)(NCCc1ccccc1)c1cccc(S(=O)(=O)N2CCOCC2)c1	88
O=C(C1Cc2ccccc2CN1S(=O)(=O)c1cccs1)N1CCCCCC1 (configuration not stated)	64
NC(=O)c1c(-c2cccs2)csc1N	84
CC(=O)Nc1nnc(SCC(=O)NC(C)(C)C)s1	96

Next part.
compound	SKBR3 24h inh
CC(C(=O)O)c1cccc(C(=O)c2ccccc2)c1 (configuration not stated)	91
O=S(=O)(c1ccc2ccccc2c1)N(CC(O)CN1CCOCC1)c1ccccc1 (configuration not stated)	85
Cc1ccc2nc3ccc(N4CCCC4)nn3c(=O)c2c1	67
NC(=O)CSc1nc(O)cc(=O)n1-c1ccccc1	102
Cn1c(=O)c2c(nc(NCCCN3CCOCC3)n2Cc2ccc(Cl)cc2Cl)n(C)c1=O	86
CCCCOc1ccccc1/C=c1/sc2nc(-c3oc4ccccc4c3C)nn2c1=O	118
CN(C)CCNS(=O)(=O)c1ccc(Cl)cc1	99
CC1CCc2[nH]nc(C(=O)O)c2C1 (configuration not stated)	94
COc1cc(SC)ccc1C(=O)Nc1ccccc1C#N	91
COc1cc(C2CC(=O)NC3=C2C(=O)CC(C)(C)C3)cc(OC)c1O (configuration not stated)	82
COc1ccc(S(=O)(=O)Nc2ccc(CC#N)cc2)cc1	85
CC(C(=O)Nc1cccnc1)N1C(=O)C2C3C=CC(C3)C2C1=O (configuration not stated)	73
COc1cc(C2C(C(=O)c3sc(C)nc3C)=C(O)C(=O)N2CCN(C)C)cc(OC)c1OC (configuration not stated)	101
CCCC(=O)Nc1cc(=O)[nH]c2ncnn12	74
CCN(CC)CCCN(C(=O)c1cccs1)c1nc(-c2ccc(OC)cc2)cs1	77
COc1ccc(CCn2c(-c3ccco3)nc3nc4ccccc4nc32)cc1	82
C=CCn1c(NCc2ccc(N(C)C)cc2)nc2ccccc21	94
COC(=O)CSc1nc2ccccc2o1	97
O=C(Nc1ccc2oc(-c3ccc(F)cc3)nc2c1)c1ccccc1F	78
O=C(CN(C(=O)CCC(=O)Nc1nccs1)c1cccc(F)c1)NCC1CCCO1 (configuration not stated)	122
CN(Cc1ccccc1)C1CC(=O)N(c2ccc(C(=O)O)cc2)C1=O (configuration not stated)	96
CCCCOc1ccccc1C(=O)NCCCCCC(=O)O	100
Cc1cc(NC(=O)CN2CCCCCCC2)no1	82
CCCn1c(SCC(=O)Nc2nccs2)nnc1-c1cccnc1	105
S=c1[nH]nc(-c2ccncc2)n1Cc1ccccc1	108

2 entries from above, as labelled records.
SMILES: COC(=O)CSc1nc2ccccc2o1
  SKBR3 24h inh: 97
SMILES: O=C(Nc1ccc2oc(-c3ccc(F)cc3)nc2c1)c1ccccc1F
  SKBR3 24h inh: 78

Assay outcomes (PubChem)
